Source: PubChem BioAssay (several laboratories)
HTR5A inv ag: counter-screen for OPRM1-OPRD1 inverse agonists: human HTR5A inverse agonism; P47898; HTR5A cell line, luminescence; inhibition, % at 9.3 µM; actives 0.083% (n = 340,000); in the data active means inhibition mostly above about 23%, no sharp cut-off; inactive means mostly below about 18%;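 further: 0% = cells with DMSO and 100% = no-cell wells with DMSO; some compounds called inactive have numbers as strong as hits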
Target sequence (P47898 whole entry, looked up): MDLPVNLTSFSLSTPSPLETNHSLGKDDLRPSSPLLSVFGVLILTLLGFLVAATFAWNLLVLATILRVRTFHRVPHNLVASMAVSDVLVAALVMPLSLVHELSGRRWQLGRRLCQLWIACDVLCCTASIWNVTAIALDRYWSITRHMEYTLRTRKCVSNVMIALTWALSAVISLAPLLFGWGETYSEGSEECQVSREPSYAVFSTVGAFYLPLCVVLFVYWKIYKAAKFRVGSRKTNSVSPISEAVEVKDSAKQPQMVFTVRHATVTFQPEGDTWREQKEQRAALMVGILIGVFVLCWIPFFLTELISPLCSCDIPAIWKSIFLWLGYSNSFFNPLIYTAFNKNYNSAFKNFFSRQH
PKA-R1A activ: activators of PKA-R1A complex; P00514+P68181; PKA-R1A dissociation, Cy5-IP20 fluorescence polarization; scaled: DMSO 0%, 113 µM cGMP 100%; activation, % at 11.4 µM; actives 0.083% (n = 340,000);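 active means percent activation above the mean of all tested compounds plus 3 SD, cut at about 19% in these data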;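 further: higher means more PKAc released from R1A so a rise in polarization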
E coli growth: reduces bacterial viability in AddAB counter-screen; AID 449728; E. coli V3065 growth, OD600 absorbance, 18 h; inhibition, % at 11.9 µM; actives 0.27% (n = 330,000);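 active means inhibition above the campaign's mean inhibition across all tested compounds plus 3 SD, cut at about 9.9% in these data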;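 further: uninfected addAB+ strain grown without phage in ampicillin broth; 0% = DMSO wells and 100% = ciprofloxacin 0.95 µg/ml wells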
DAGLB inhibitor: blocks human DAGLB lipase activity | actives 0.059% (n = 340,000) | inhibition, % at 5.17 µM | HEK293T DAGLB membrane lysate, EnzChek fluorogenic substrate; in the data active means inhibition above about 34%;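 further: 0% = enzyme with vehicle and 100% = wells lacking enzyme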
Target sequence (Q8NCG7 whole entry, looked up): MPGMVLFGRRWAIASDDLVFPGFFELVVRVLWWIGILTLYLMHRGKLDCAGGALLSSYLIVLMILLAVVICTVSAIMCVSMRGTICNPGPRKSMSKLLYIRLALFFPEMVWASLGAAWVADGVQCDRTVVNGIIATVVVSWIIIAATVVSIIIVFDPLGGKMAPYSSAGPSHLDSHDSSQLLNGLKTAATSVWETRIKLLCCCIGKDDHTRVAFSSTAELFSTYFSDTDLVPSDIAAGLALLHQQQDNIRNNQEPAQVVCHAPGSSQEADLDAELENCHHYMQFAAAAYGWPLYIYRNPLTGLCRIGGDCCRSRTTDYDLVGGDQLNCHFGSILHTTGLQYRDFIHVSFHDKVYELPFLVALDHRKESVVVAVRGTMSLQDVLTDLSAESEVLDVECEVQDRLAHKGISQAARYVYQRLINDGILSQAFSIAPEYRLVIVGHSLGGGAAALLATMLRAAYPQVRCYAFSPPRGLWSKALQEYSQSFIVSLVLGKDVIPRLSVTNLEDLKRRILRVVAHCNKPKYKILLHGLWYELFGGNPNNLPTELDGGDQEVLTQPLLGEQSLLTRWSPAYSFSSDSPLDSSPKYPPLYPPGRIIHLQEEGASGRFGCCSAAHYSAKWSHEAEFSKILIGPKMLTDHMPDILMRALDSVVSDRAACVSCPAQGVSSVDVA
AddAB inh: less growth of phage-infected E. coli with AddAB. E. coli expressing H. pylori AddAB, absorbance growth. inhibition, % at 11.9 µM. actives 0.29% (n = 330,000). AID 435030; in the data active means inhibition above about 12%;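 further: 0% = vehicle wells of infected cells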
CDK5 inh: CDK5/p35 (human) kinase inhibition; Q00535+Q15078; Recombinant CDK5/p35, ADP-Glo luminescence, 60 min; inhibition, % at 10 µM; actives 0.01% (n = 330,000); AID 488839;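 active means highest replicate inhibition of at least 50% and at least 75% of replicates reaching 50%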;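 further: plate controls were DMSO neutral control for no effect and GW8510 at 10 µM for full effect; many of its hits are not listed in these tables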
PKA-R2B act: PKA-R2B complex activation; P22694+P31323; PKA-R2B holoenzyme dissociation, Cy5-IP20 fluorescence polarization; R2B truncated from residue 108, S112A mutant; 0% DMSO only, 100% 113 µM cGMP; activation, % at 11.4 µM; actives 0.079% (n = 340,000); AID 504700;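 active means activation above a cutoff set at the mean over all compounds plus 3 SD, cut at about 18% in these data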;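 further: higher means more holoenzyme dissociation and a rise in polarization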
phage Ecoli inh: E. coli growth loss with phage present | actives 0.26% (n = 360,000) | growth absorbance | inhibition, % at 11.9 µM | AID 651602; in the data active means inhibition above about 11%
Mot1-301 SUMO: inhibitors of SUMOylation pathway: yeast Mot1-301 growth rescue; actives 1% (n = 320,000); S. cerevisiae Mot1-301 growth rescue, ATP luminescence, 38.5C; percent above DMSO median, 100 means doubled; growth rescue, % at 18.8 µM;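 active means every valid replicate shows activation above 250% relative to neutral control wells; inactive means the rest, any valid replicate at or below 250%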;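 further: OY570 slx delta 5 strain wells were the positive control but not used for scaling; some compounds called inactive have numbers as strong as hits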
HTR5A ag ctr: HTR5A agonism, opioid heterodimer counter-screen. HTR5A agonist assay, luminescence, cell-based. AID 504692. activation, % at 9.3 µM. P47898. actives 0.61% (n = 340,000); in the data active means activation mostly above about 9.5%, no sharp cut-off; inactive means mostly below about 7.6%;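 further: 0% = cells with vehicle only and 100% = reference agonist; strong numbers were not always called active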
Tat export inh: inhibitors of E. coli Tat protein transport | E. coli MC4100 TorA-mCherry Tat export, fluorescence | inhibition, % at 10 µM | actives 0.036% (n = 340,000);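 active means mean replicate inhibition at least 50% and at least half of replicates individually reaching 50%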;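 further: exported cargo escapes ClpAP degradation while cytoplasmic cargo is degraded and loses fluorescence; 0% = median of neutral control wells and 100% = median of NaSCN control wells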
The depositor's hits bear a star; / = no result given.

Below each compound: HTR5A inv ag, PKA-R1A activ, E coli growth, DAGLB inhibitor, AddAB inh, CDK5 inh, PKA-R2B act, phage Ecoli inh, Mot1-301 SUMO, HTR5A ag ctr, Tat export inh
COCCn1c(C)cc(C(=O)COC(=O)c2ccc(NC(=O)CC#N)cc2)c1C
  3, -9, -2.6, 0, 1.7, -0.3, -9, 3.0, -11, 5, -1
Cc1cc(NC(=O)OC(C)C)ccc1-c1ccc(NC(=O)OC(C)C)cc1C
  -3, 1, 3.3, -2, 3.8, 0.2, -10, -0.9, 61, 1, 2
COc1cc(C)ccc1S(=O)(=O)N1CCN(C23CC4CC(CC(C4)C2)C3)CC1
  -37, 2, 0.6, -6, 5.2, 0.5, 2, 2.9, 74, -5, 2
Cc1cccc(C(=O)N2CCN(CCNC(=O)C(=O)Nc3ccc(F)cc3)CC2)c1
  16, -7, -1.3, -1, 1.9, -0.4, 5, 2.0, -15, -1, 5
CCN(CC)C(=O)CC(c1ccc(N(C)C)cc1)c1c(O)cc(OC)cc1OC (stereo not given)
  2, 4, -0.3, -3, 3.5, -0.9, -8, 2.2, 68, -1, 4
Cc1ccc(C)c(S(=O)(=O)Nc2ccccc2C(=O)Nc2ccc(S(=O)(=O)Nc3ncccn3)cc2)c1
  -7, -4, 2.3, 5, 8.0, -4.7, -6, 4.2, -20, 2, -3
CCC(NC(=O)/C(=C\c1ccc2c(c1)OCO2)NC(C)=O)C(=O)O (stereo not given)
  10, -1, -2.0, -1, 2.6, -1.6, -10, 4.4, 380, -4, -2
COc1cccc(NC(=O)CCS(=O)(=O)c2cccs2)c1
  -6, -5, -0.4, -1, 2.5, 1.5, -1, -0.2, 94, -1, 4
Cc1ccc(N2CC(C(=O)N3CCC(C(=O)Nc4ccc(Br)cc4)CC3)CC2=O)cc1 (stereo not given)
  -24, 5, -2.0, 3, -1.0, 0.6, -14, 2.7, 0, 9, 0
COc1ccc(NC(=O)COC(=O)CCCc2c[nH]c3ccccc23)cc1
  -6, 2, -0.6, -3, 1.9, -1.3, -10, 2.1, -9, -2, 2
CSCCC1NC(=O)N(CC(=O)Nc2c(Cl)cc(Cl)cc2Cl)C1=O (stereo not given)
  -2, 2, -0.9, 1, 3.4, -1.7, -5, -0.5, -12, 5, -13
Cc1ccccc1N(CC(=O)NCCSC1CCCCC1)S(=O)(=O)c1ccccc1
  13, -7, 1.8, -6, 2.8, 0.0, 0, 0.9, -18, 1, 4
O=C(Nc1ccccc1)N1CCc2ccccc21
  0, 5, 1.4, -4, -1.3, 6.2, 5, 1.4, -20, -3, 1
COc1ccc(C2=C(C)CC(C)(C)NC2=O)cc1OC
  11, -7, -0.5, 0, -0.2, 0.8, 1, 2.6, 23, -4, 1
CCS(=O)(=O)c1ccc2oc(SCC(=O)NCCc3ccc(F)cc3)nc2c1
  -5, -2, -0.8, 1, 2.4, 1.1, -14, -2.8, -3, 2, -5
COc1ccccc1N1CCN(CC(C)N(C(=O)C2CCCCC2)c2ccccn2)CC1 (stereo not given)
  14, -8, -0.3, -2, 2.3, -1.4, -6, 0.6, -21, -4, 0
CCC(C)N1C(=O)CCC1C(=O)NCCc1ccc(Cl)cc1 (stereo not given)
  10, 10, 0.3, -4, 1.0, -1.2, 12, 2.6, -16, -3, -9
C=CCOC(=O)CN1C(=O)c2ccccc2C1=O
  1, -6, 0.0, 1, 4.5, -0.6, -7, 1.8, -5, 1, 6
Cc1ccc(-c2ccc(NC(=O)C3C4C=CC(C4)C3C(=O)O)cc2)o1 (stereo not given)
  -8, -4, -0.2, -2, 1.3, 0.9, 0, 0.7, -11, 1, -7
O=C(N/N=C/c1ccc([N+](=O)[O-])o1)c1ccc2c(c1)OCO2
  3, 7, /, 3, /, 1.2, 3, 11*, -18, -1, -15

The last two compounds of the part above open the next one:
Below each compound: HTR5A inv ag, PKA-R1A activ, E coli growth, DAGLB inhibitor, AddAB inh, CDK5 inh, PKA-R2B act, phage Ecoli inh, Mot1-301 SUMO, HTR5A ag ctr, Tat export inh
Cc1ccc(-c2ccc(NC(=O)C3C4C=CC(C4)C3C(=O)O)cc2)o1 (stereo not given)
  -8, -4, -0.2, -2, 1.3, 0.9, 0, 0.7, -11, 1, -7
O=C(N/N=C/c1ccc([N+](=O)[O-])o1)c1ccc2c(c1)OCO2
  3, 7, /, 3, /, 1.2, 3, 11*, -18, -1, -15
Cc1ccccc1OCc1n[nH]c(=S)n1-c1ccccc1
  4, 2, -0.8, 1, 0.4, -1.0, 0, 4.2, -9, 2, -6
Cc1nnc(SCC(=O)c2cc(C)n(-c3c(C)n(C)n(-c4ccccc4)c3=O)c2C)s1
  10, -7, -0.6, 1, -1.2, 3.9, -5, 0.8, 696, 0, 1
COc1ccc(OC(C)c2nnc(N)s2)cc1 (stereo not given)
  -18, -2, -3.0, 0, -2.0, -0.9, 1, 4.2, -21, 4, 0
CCC1CCCCN1CC(=O)c1c(C)[nH]c2cc(C)ccc12 (stereo not given)
  -13, 1, /, 0, /, -0.6, 6, 0.1, 92, 3, -7
N#CC1=C(SCC(=O)c2cc3ccccc3oc2=O)NC(=O)C(C#N)C12CCCC2 (stereo not given)
  -4, 7, -1.3, -13, -0.4, 0.2, 1, 2.6, 34, 4, -1
O=C(Cn1c(NCCO)nc2ccccc21)c1ccc(Cl)cc1Cl
  -17, -5, -0.6, 1, -0.7, 0.6, -7, 2.9, 165, 5, 0
CCN(CC)C(=O)C(=O)N/N=C/c1ccc(F)cc1
  11, -4, 1.4, 3, -1.4, -1.7, -2, 3.3, 101, -4, -12
CC(C)CCN1CCN(Cc2coc3ccccc3c2=O)CC1CCO (stereo not given)
  -3, 0, -0.6, -3, -0.2, -4.0, 0, 5.1, 1, -1, 9
COc1ccccc1-n1c(C)nc2cc(C(=O)NCCN3CCOCC3)ccc21
  -14, -9, 0.0, 1, 2.5, 1.6, -8, 3.8, -8, 6, 4
Cc1ccc(NC(=S)NC(=O)c2ccc(Br)o2)c(C)c1
  13, -9, 2.0, -9, 2.1, 0.3, 1, 4.4, 5, -5, -3
CCOc1ccccc1CN1CCN(Cc2ccc(C)o2)C(CCO)C1 (stereo not given)
  11, -1, 2.5, 0, -0.4, -1.1, -3, 3.1, 0, -4, 9
CCN(CC)C(=O)CN(C#N)c1nc(Cl)nc(N(C)C)n1
  -1, 3, 2.8, -1, -0.5, -1.1, 5, 1.9, 4, 3, -4
COc1ccc(N2CCN(C(=O)c3ccccc3NS(=O)(=O)c3ccc(C)cc3)CC2)cc1
  -22, -1, /, 6, /, 0.3, 4, 1.6, 4, 2, 8
CC(C)(C)NC(=O)c1cccc(NC(=O)Cc2cccs2)c1
  8, 2, 0.4, 2, -0.7, -0.6, -7, 2.0, -11, -3, -9
NS(=O)(=O)c1ccc(CCNC(=O)c2ccncc2)cc1
  -18, 1, -0.6, -4, 4.5, 3.7, -2, -1.6, 17, 6, 1
COC(=O)C1=C(N)Oc2cc(C)[nH]c(=O)c2C1c1ccc(Cl)cc1 (stereo not given)
  -7, 1, 1.3, -1, 0.4, 0.8, -8, 1.9, -5, 2, -2
COc1ccc(NS(=O)(=O)c2c(C)cc(C)cc2C)cn1
  3, -3, 2.3, -4, 1.2, -0.2, -7, 1.1, 21, -1, -3
COc1cc(CN2CCNC(=O)C2CC(=O)NC2CCCCC2)cc(OC)c1 (stereo not given)
  -3, 4, -2.7, -2, 4.0, 1.3, -2, 3.3, -13, 1, -1
O=C(Nc1ccc(F)cc1)Nc1ccc(Cl)cn1
  -13, -6, 1.4, 3, 1.0, 1.9, -2, 0.7, 84, 0, 1
COc1cccc(NC(=S)N(CCCN2CCOCC2)C(C)c2cc3ccccc3o2)c1 (stereo not given)
  -5, -5, 0.6, -1, -0.4, 0.0, 7, 0.8, 12, -1, 2
COc1cccc(OC)c1C(=O)NC(=S)Nc1ccc2c(c1)C(=O)N(C)C2=O
  14, -17, 2.0, -2, -1.0, -2.9, -3, -0.6, 16, -4, 1
CCn1cc(C(=O)NCCOC)c(=O)c2ccc(C)nc21
  4, -2, 1.6, 1, -1.5, -0.4, 1, 0.3, 14, 0, -6
C=CCc1cc(OC)ccc1OCCN1CC(C)OC(C)C1 (stereo not given)
  -21, 9, -1.9, 1, -2.1, 1.0, 0, -0.9, -2, 0, -6
Cc1ccc(C(O)(C(=O)NNS(=O)(=O)c2ccc(C)cc2)c2ccc(C)cc2)cc1
  2, 1, -0.6, -3, 0.8, -0.7, 1, 3.4, -5, 2, 4
Cc1ccc(-c2cc(-c3ccco3)c3c(N)c(C(=O)NN)oc3n2)cc1
  -44, 0, -1.4, -5, 3.5, 3.4, -2, 2.1, -2, 1, 2

Among those listed so far, these contain four or more nitrogen atoms.
Below each compound: HTR5A inv ag, PKA-R1A activ, E coli growth, DAGLB inhibitor, AddAB inh, CDK5 inh, PKA-R2B act, phage Ecoli inh, Mot1-301 SUMO, HTR5A ag ctr, Tat export inh
Cc1cccc(C(=O)N2CCN(CCNC(=O)C(=O)Nc3ccc(F)cc3)CC2)c1
  16, -7, -1.3, -1, 1.9, -0.4, 5, 2.0, -15, -1, 5
Cc1ccc(C)c(S(=O)(=O)Nc2ccccc2C(=O)Nc2ccc(S(=O)(=O)Nc3ncccn3)cc2)c1
  -7, -4, 2.3, 5, 8.0, -4.7, -6, 4.2, -20, 2, -3
COc1ccccc1N1CCN(CC(C)N(C(=O)C2CCCCC2)c2ccccn2)CC1 (stereo not given)
  14, -8, -0.3, -2, 2.3, -1.4, -6, 0.6, -21, -4, 0
Cc1nnc(SCC(=O)c2cc(C)n(-c3c(C)n(C)n(-c4ccccc4)c3=O)c2C)s1
  10, -7, -0.6, 1, -1.2, 3.9, -5, 0.8, 696, 0, 1
COc1ccccc1-n1c(C)nc2cc(C(=O)NCCN3CCOCC3)ccc21
  -14, -9, 0.0, 1, 2.5, 1.6, -8, 3.8, -8, 6, 4
CCN(CC)C(=O)CN(C#N)c1nc(Cl)nc(N(C)C)n1
  -1, 3, 2.8, -1, -0.5, -1.1, 5, 1.9, 4, 3, -4
Cc1ccc(-c2cc(-c3ccco3)c3c(N)c(C(=O)NN)oc3n2)cc1
  -44, 0, -1.4, -5, 3.5, 3.4, -2, 2.1, -2, 1, 2
